Apaf1 inhib: blocks human Apaf-1 apoptosome activity; O14727; reconstituted apoptosome caspase-3 activity, DEVD-Rh110 fluorescence; inhibition, % at 20 µM; 0.71% of 330,000 active; AID 489030; active means inhibition of at least 40% at 20 µM;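 further: plate controls were DMSO wells for no effect and DEVD-CHO caspase inhibitor wells for full effect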
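detection = Rh110 fluorescence intensity | test system = biochemical Apaf-1 apoptosome reconstitution | also added = cytochrome c and DEVD-Rh110 substrate | schedule = 30 min plus 50 min, RT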
UBC13 inh: blocks human UBC13 polyubiquitin chain formation. TR-FRET. 0.47% of 330,000 active. P61088. inhibition, % at 20 µM; in the data active means inhibition above about 45%, passing the limit was not always enough; inconclusive means no clear call, values can overlap the other calls
Target sequence (P61088 whole entry, looked up): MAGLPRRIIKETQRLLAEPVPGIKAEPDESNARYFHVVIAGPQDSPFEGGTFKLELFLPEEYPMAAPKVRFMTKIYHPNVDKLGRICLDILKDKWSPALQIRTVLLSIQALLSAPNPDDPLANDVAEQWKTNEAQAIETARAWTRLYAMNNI
SENP7 block: SENP7 protease inhibition; Q9BQF6; 1.5% of 330,000 active; inhibition, % at 5 µM; AID 434973; recombinant SENP7, Z-RLRGG-aminoluciferin luminescence, 40 min;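 active means inhibition above about 50% at the single test dose, limit read from the data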;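 further: plate controls were DMSO with enzyme for no effect and no enzyme buffer wells for full effect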
APOBEC3G inh: inhibitors of human APOBEC3G DNA deaminase | recombinant A3G, ssDNA deamination FAM/TAMRA fluorescence | inhibition, % at 20 µM | 0.28% of 330,000 active | AID 493012;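 active means inhibition of at least 40% at 20 µM, with no more than 30% in the related APOBEC3A deaminase screen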;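 further: plate controls were DMSO wells with A3G for no effect and wells lacking A3G enzyme for full effect; some compounds called inactive have numbers as strong as hits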
Target sequence (Q9HC16 whole entry, looked up): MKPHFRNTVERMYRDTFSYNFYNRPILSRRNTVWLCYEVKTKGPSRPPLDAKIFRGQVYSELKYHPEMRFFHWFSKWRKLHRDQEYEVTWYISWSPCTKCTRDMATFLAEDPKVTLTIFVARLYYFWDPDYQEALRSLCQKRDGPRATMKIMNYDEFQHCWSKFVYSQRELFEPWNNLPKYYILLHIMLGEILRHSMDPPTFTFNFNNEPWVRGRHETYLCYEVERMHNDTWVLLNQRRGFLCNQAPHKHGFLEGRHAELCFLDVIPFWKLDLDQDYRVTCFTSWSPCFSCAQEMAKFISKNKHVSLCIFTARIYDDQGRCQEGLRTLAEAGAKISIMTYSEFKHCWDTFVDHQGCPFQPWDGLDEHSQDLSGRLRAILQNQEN
SENP8 block-1: blocks human SENP8 cleavage of Nedd8 substrate. Q96LD8. AID 602440. 0.64% of 360,000 active. inhibition, % at 20 µM. recombinant SENP8, Nedd8 substrate fluorescence; in the data active means inhibition mostly above about 40%, no sharp cut-off; inactive means mostly below about 27%
Target sequence (Q96LD8 whole entry, looked up): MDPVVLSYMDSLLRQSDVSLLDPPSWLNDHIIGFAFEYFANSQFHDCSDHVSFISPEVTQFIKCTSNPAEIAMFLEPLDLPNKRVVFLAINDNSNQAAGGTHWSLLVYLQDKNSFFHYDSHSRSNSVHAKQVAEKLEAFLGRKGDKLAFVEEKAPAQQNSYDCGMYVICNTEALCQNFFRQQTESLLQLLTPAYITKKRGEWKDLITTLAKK
SENP6 inh: blocks the human protease SENP6; Q9GZR1; Recombinant SENP6 catalytic domain, aminoluciferin luminescence; inhibition, % at 10 µM; 1.8% of 330,000 active; AID 2599;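 active means inhibition above about 50% at the single tested dose, limit read from the data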;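 further: plate controls were DMSO wells with enzyme for no effect and DMSO wells lacking enzyme for full effect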
SENP1 FRET inh: SENP1 (human) catalytic domain inhibition. inhibition, % at 10 µM. recombinant SENP1 catalytic domain, CyPet-SUMO1-YPet FRET cleavage. 0.21% of 360,000 active. Q9P0U3. AID 624204;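 active means inhibition at least 30% at 10 µM, raw YFP signal under a set limit, fluorescence ratio 0.5 to 1.5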;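 further: 0% = enzyme with DMSO and 100% = no enzyme wells; some results filed as inactive read as strong as hits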
Target sequence (Q9P0U3 419-644 limits assumed): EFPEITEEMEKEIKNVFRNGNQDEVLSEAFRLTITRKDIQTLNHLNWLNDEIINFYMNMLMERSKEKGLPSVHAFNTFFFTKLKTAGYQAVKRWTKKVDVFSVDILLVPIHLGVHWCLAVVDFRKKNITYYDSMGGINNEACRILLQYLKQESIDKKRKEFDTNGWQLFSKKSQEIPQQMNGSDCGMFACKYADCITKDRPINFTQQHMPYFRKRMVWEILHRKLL
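System: Recombinant human SENP1 catalytic domain, His6-tagged | Incubation: Enzyme reaction for 50 min at room temperature, dark | Medium: Tris pH 8 with BME, BSA, NP40 and catalase | Also added: 25 nM SUMO1 FRET substrate | Compound: 10 µM single point, 0.5% DMSO | Measured by: FRET fluorescence in CFP and YFP emission channels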
SENP8 block-2: blocks the human protease SENP8. AID 2540. Q96LD8. inhibition, % at 10 µM. purified SENP8, Z-RLRGG-aminoluciferin cleavage, luminescence. 1.2% of 330,000 active; in the data active means inhibition above about 50%
* hit, by the source's call; ? = inconclusive.

no. | molecule | Apaf1 inhib | UBC13 inh | SENP7 block | APOBEC3G inh
1 | CC(=O)c1ccc(NC(=O)COC(=O)c2ccc(F)cc2F)cc1 | 7.2 | -4.5 | 2.4 | -7.7
2 | O=C(CSc1nnc(-c2cccnc2)n1Cc1ccco1)c1ccc2ccccc2c1 | 20.6 | -6.4 | -9.7 | -7.5
3 | C=C(C)CN(CC)C(=O)CC1C(=O)NCCN1Cc1c(F)cccc1Cl (stereo unspecified) | -5.4 | 7.3 | -5.4 | 6.6
4 | Fc1cccc(Cl)c1Cn1nnc2c(NCc3ccccn3)ncnc21 | -2.0 | 4.8 | 3.6 | 3.0
5 | Cc1cccc(NC(=O)Cn2nnc(-c3ccc(CN4CCCC4)cc3)n2)c1C | -0.8 | 7.1 | -0.6 | -4.4
6 | CC1CCc2c(C(=O)Oc3cccc(-n4cnnn4)c3)csc2C1 (stereo unspecified) | 24.2 | -5.2 | 6.9 | -5.3
7 | CCCC(=O)N(CCN1CCOCC1)c1nc2c(C)cccc2s1 | 13.7 | 68.6* | 18.5 | -2.8
8 | O=C(O)C(CO)(c1ccccc1)c1ccccc1 | 0.1 | -2.5 | 2.0 | 1.4

no. | SENP8 block-1 | SENP6 inh | SENP1 FRET inh | SENP8 block-2
1 | 0.7 | -11.1 | 2.1 | -9.1
2 | -47.5 | -21.3 | -5.7 | -10.3
3 | 27.1 | -16.2 | 1.7 | -2.6
4 | 20.6 | -11.5 | 0.6 | -4.8
5 | 24.3 | -10.1 | -3.8 | -1.0
6 | 15.4 | -11.2 | -2.1 | -2.2
7 | 5.4 | 7.0 | 1.1 | -8.6
8 | -1.6 | 3.5 | 0.2 | -3.6

Other entries follow:
no. | molecule | Apaf1 inhib | UBC13 inh | SENP7 block | APOBEC3G inh
9 | Cc1nn(-c2ccc(F)cc2F)c2c1-c1nc(N3CCCC3)ncc1CC2 | 13.1 | 12.7 | -12.7 | -6.4
10 | O=C(NCc1cccc(F)c1)c1cccc2c1C(=O)c1ccc(Cl)cc1S2(=O)=O | 5.0 | -4.6 | 2.3 | -7.9
11 | CCN(C(=O)CSc1ncccc1C(=O)OC(C)C)c1cccc(C)c1 | 17.4 | -6.5 | 1.3 | -5.2
12 | O=C(Nc1nc(-c2ccccn2)cs1)c1ccco1 | -3.8 | -26.2 | 2.2 | 2.4
13 | OC(CN1c2ccccc2Sc2ccccc21)Cn1nnc2ccccc21 (stereo unspecified) | 38.6 | 7.5 | 3.4 | -2.3
14 | O=C1CCCN1c1ncc(S(=O)(=O)c2ccc([N+](=O)[O-])cc2)s1 | -6.0 | 13.0 | -2.1 | -5.1
15 | O=C(c1nc2ccc(Cl)cn2c1CNCCc1cnccn1)N1CCCCCCC1 | -4.0 | 0.1 | 3.2 | -0.9
16 | Cc1cc2c(=O)[nH]cnc2s1 | -35.5 | 0.0 | -2.3 | -3.3

no. | SENP8 block-1 | SENP6 inh | SENP1 FRET inh | SENP8 block-2
9 | -278.6 | 4.5 | -0.2 | -1.8
10 | 14.1 | -0.4 | 4.1 | 9.0
11 | 11.7 | -16.7 | 1.9 | -7.8
12 | -8.9 | 2.5 | -3.5 | 4.4
13 | 4.2 | -1.8 | 1.3 | 5.0
14 | 8.7 | 10.5 | 0.3 | -7.7
15 | -19.3 | -3.8 | -5.0 | 1.8
16 | 28.6 | -2.6 | -3.1 | -6.8

Following part:
no. | molecule | Apaf1 inhib | UBC13 inh | SENP7 block | APOBEC3G inh
17 | C=CCc1c(C)nc(C)nc1N/N=C/c1ccccc1 | 0.4 | -9.2 | -2.6 | -2.1
18 | CN(C)c1ccc(CNc2ncc(Br)cc2Br)cc1 | 5.9 | -2.4 | 3.5 | -3.7
19 | Cc1ccc2c3c1C(=O)C(=O)N3C(C)(C)CC2C (stereo unspecified) | 1.5 | -21.5 | 7.7 | -11.3
20 | CC1=[N+]([O-])C(C)(C)C(C)N(O)C1=O (stereo unspecified) | -4.4 | -0.4 | 3.4 | -0.7
21 | Cc1ccc(C(=O)C2CCN(C(=S)NCCCOC(C)C)CC2)cc1 | 12.5 | 10.9 | 1.9 | -7.5
22 | CN(CC(=O)N1CCCc2c1c(=O)oc1ccc(O)cc21)Cc1ccccc1 | 6.4 | -9.6 | -0.3 | -3.8
23 | COC(=O)c1ccccc1NC(=O)CN1CCC(n2nnc3cc(F)ccc32)CC1 | 14.7 | -0.1 | -3.4 | -3.1
24 | O=[N+]([O-])c1ccccc1-c1ccc(C(=S)N2CCCC2)o1 | 47.3* | -46.2 | 12.4 | -11.7

no. | SENP8 block-1 | SENP6 inh | SENP1 FRET inh | SENP8 block-2
17 | 23.4 | 7.0 | 0.2 | -2.7
18 | 31.6 | 3.1 | -5.3 | -9.7
19 | 19.7 | -10.3 | 0.8 | 6.4
20 | 3.3 | -2.3 | 0.9 | 2.7
21 | 5.6 | -18.9 | 3.6 | 1.4
22 | -53.4 | 3.2 | 1.6 | 2.9
23 | -11.7 | -5.8 | -2.0 | -3.5
24 | -3.5 | 43.9 | -8.2 | 16.3

(list continues)
no. | molecule | Apaf1 inhib | UBC13 inh | SENP7 block | APOBEC3G inh
25 | CC1CCC2(CC1)NC(=O)N(NC(=O)c1cc3ccccc3o1)C2=O (stereo unspecified) | -6.2 | 1.8 | -2.6 | -2.6
26 | CCC(CC)C(=O)NCCc1cc2cc(C)c(C)cc2[nH]c1=O | 16.5 | 7.1 | 4.5 | 3.1
27 | COC(Cc1n[nH]c(=S)n1-c1ccc(Cl)cc1)OC | -2.4 | 4.3 | 1.2 | 3.2
28 | O=C(Nc1ccc(F)cc1)N1CCN(c2nc3ccccc3s2)CC1 | 3.4 | 0.7 | -1.2 | -4.8
29 | CCOC(=O)c1c(NC(=O)CSc2cccc[n+]2[O-])sc(C(=O)Nc2ccccc2)c1C | 0.0 | -2.4 | 0.5 | -6.0
30 | COc1cc2nc(NC(=O)c3ccc(Cl)cc3)[nH]c(=O)c2cc1OC | -2.6 | 14.5 | 4.3 | -3.5
31 | O=C1/C(=C\c2ccccc2Cl)SC(=S)N1CCC(=O)N1CCCc2ccccc21 | 17.1 | -4.3 | 2.6 | -7.1
32 | OCC(C#CCN1CCCCC1)NCc1ccccc1 (stereo unspecified) | 6.9 | -1.2 | -15.3 | -8.3

no. | SENP8 block-1 | SENP6 inh | SENP1 FRET inh | SENP8 block-2
25 | 3.5 | -5.9 | -0.3 | 4.7
26 | -88.6 | 5.0 | -0.6 | -7.9
27 | 27.0 | 4.5 | 2.2 | -0.4
28 | 6.9 | -16.2 | 0.9 | -5.0
29 | 1.7 | -21.5 | 6.8 | -2.4
30 | -134.6 | -2.4 | 0.6 | 4.4
31 | 24.1 | 13.3 | 2.6 | -3.5
32 | 12.5 | -11.4 | 0.5 | -10.6

(cont.)
no. | molecule | Apaf1 inhib | UBC13 inh | SENP7 block | APOBEC3G inh
33 | O=C(CSc1nnc(-c2cccnc2)n1Cc1ccco1)c1ccc(Br)cc1 | 15.6 | -8.6 | -5.4 | -6.5
34 | Cc1ccc(C(=O)Nc2ccc(O)cc2C(=O)O)cc1C | -1.1 | 0.5 | 24.2 | -6.3
35 | CCNc1nc(NCC)n2c(SCC(=O)Nc3cc(Cl)ccc3OC)nnc2n1 | 3.2 | 2.1 | 2.2 | 0.4
36 | CCOC(=O)c1cc2c(ccn2C)n1CC(=O)N1CCN(c2cccc(C(F)(F)F)c2)CC1 | 23.0 | 5.4 | 2.6 | -4.7
37 | Cc1ccccc1C1c2[nH]c3ccccc3c2C[C@H]2C(=O)N(c3ccccc3C(=O)NCCCN3CCOCC3)C(=O)N12 (stereo partly specified) | 19.2 | -6.1 | 15.9 | -3.0
38 | CC(C)CC(C(=O)NC1CCCC1)N(Cc1cccs1)C(=O)c1snc(C(N)=O)c1N (stereo unspecified) | 12.1 | 24.6 | 4.4 | -5.5
39 | COc1ccc(C2=NO[C@H]3C[C@](C(=O)NC(C)C)(S(=O)(=O)c4ccccc4)C[C@@H]23)cc1 | 3.8 | -7.7 | -4.6 | -2.1
40 | CCOc1ccccc1N1CCN(C(=O)C2CSC3(C)CCC(=O)N23)CC1 (stereo unspecified) | 8.8 | -5.0 | -9.1 | -8.1
41 | CC(C)(C)C(=O)Oc1cc(N)n(S(=O)(=O)c2ccc(F)cc2)n1 | 2.3 | 5.8 | -2.5 | 2.2
42 | Cc1ccc2cc(CN(CCO)Cc3nnnn3Cc3ccc(F)cc3)c(=O)[nH]c2c1 | 9.2 | -8.7 | -3.6 | 1.6
43 | O=C(NCc1ccco1)c1c(O)c2cccc3c2n(c1=O)CCC3 | 6.2 | ? | 5.1 | -5.6

no. | SENP8 block-1 | SENP6 inh | SENP1 FRET inh | SENP8 block-2
33 | 11.6 | 9.0 | 1.5 | -10.8
34 | 17.9 | 46.1 | 1.5 | 24.5
35 | 8.8 | -0.7 | 3.0 | -4.7
36 | 14.1 | -5.8 | -7.1 | 4.0
37 | 10.7 | -6.5 | -33.1 | -11.5
38 | -327.5 | -15.9 | -7.2 | -3.0
39 | 20.1 | -2.4 | 2.0 | 3.2
40 | 18.9 | -19.1 | 1.4 | -15.4
41 | 2.5 | -13.9 | 4.1 | 1.0
42 | -37.9 | -31.1 | -2.3 | -6.0
43 | -182.1 | -10.1 | -0.3 | 4.1

Limited to SENP7 block, SENP1 FRET inh and UBC13 inh, for 2 of the compounds above:
#	structure	SENP7 block	SENP1 FRET inh	UBC13 inh
14	O=C1CCCN1c1ncc(S(=O)(=O)c2ccc([N+](=O)[O-])cc2)s1	-2.1	0.3	13.0
15	O=C(c1nc2ccc(Cl)cn2c1CNCCc1cnccn1)N1CCCCCCC1	3.2	-5.0	0.1

Gathered by group: those above with an NH in an aromatic ring (6)
no. | molecule | Apaf1 inhib | UBC13 inh | SENP7 block | APOBEC3G inh
16 | Cc1cc2c(=O)[nH]cnc2s1 | -35.5 | 0.0 | -2.3 | -3.3
26 | CCC(CC)C(=O)NCCc1cc2cc(C)c(C)cc2[nH]c1=O | 16.5 | 7.1 | 4.5 | 3.1
27 | COC(Cc1n[nH]c(=S)n1-c1ccc(Cl)cc1)OC | -2.4 | 4.3 | 1.2 | 3.2
30 | COc1cc2nc(NC(=O)c3ccc(Cl)cc3)[nH]c(=O)c2cc1OC | -2.6 | 14.5 | 4.3 | -3.5
37 | Cc1ccccc1C1c2[nH]c3ccccc3c2C[C@H]2C(=O)N(c3ccccc3C(=O)NCCCN3CCOCC3)C(=O)N12 (stereo partly specified) | 19.2 | -6.1 | 15.9 | -3.0
42 | Cc1ccc2cc(CN(CCO)Cc3nnnn3Cc3ccc(F)cc3)c(=O)[nH]c2c1 | 9.2 | -8.7 | -3.6 | 1.6

no. | SENP8 block-1 | SENP6 inh | SENP1 FRET inh | SENP8 block-2
16 | 28.6 | -2.6 | -3.1 | -6.8
26 | -88.6 | 5.0 | -0.6 | -7.9
27 | 27.0 | 4.5 | 2.2 | -0.4
30 | -134.6 | -2.4 | 0.6 | 4.4
37 | 10.7 | -6.5 | -33.1 | -11.5
42 | -37.9 | -31.1 | -2.3 | -6.0

Screening results: PubChem BioAssay, Sanford-Burnham Center for Chemical Genomics
